# ANO1 activ: TMEM16A chloride channel activators or potentiators, primary screen, cell-based, HTS; B-score at 10 µM; Anoctamin-1 (Mus musculus), Q8BHY3; HEK293 TMEM16A/YFP-H148Q/I152L, iodide quench fluorescence; hits give low values; 0.3% of 340,000 active;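 active = fluorescence-ratio B-score plate-corrected deviation score at least 3 library SD below zero, with starting fluorescence score within 5 deviations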;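 note: channel opened by trigger with iodide after compound preincubation; score built on the fluorescence ratio of max minus min over baseline; more negative score means more quench and so TMEM16A activation or potentiation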
# Target sequence (Q8BHY3 whole entry, looked up): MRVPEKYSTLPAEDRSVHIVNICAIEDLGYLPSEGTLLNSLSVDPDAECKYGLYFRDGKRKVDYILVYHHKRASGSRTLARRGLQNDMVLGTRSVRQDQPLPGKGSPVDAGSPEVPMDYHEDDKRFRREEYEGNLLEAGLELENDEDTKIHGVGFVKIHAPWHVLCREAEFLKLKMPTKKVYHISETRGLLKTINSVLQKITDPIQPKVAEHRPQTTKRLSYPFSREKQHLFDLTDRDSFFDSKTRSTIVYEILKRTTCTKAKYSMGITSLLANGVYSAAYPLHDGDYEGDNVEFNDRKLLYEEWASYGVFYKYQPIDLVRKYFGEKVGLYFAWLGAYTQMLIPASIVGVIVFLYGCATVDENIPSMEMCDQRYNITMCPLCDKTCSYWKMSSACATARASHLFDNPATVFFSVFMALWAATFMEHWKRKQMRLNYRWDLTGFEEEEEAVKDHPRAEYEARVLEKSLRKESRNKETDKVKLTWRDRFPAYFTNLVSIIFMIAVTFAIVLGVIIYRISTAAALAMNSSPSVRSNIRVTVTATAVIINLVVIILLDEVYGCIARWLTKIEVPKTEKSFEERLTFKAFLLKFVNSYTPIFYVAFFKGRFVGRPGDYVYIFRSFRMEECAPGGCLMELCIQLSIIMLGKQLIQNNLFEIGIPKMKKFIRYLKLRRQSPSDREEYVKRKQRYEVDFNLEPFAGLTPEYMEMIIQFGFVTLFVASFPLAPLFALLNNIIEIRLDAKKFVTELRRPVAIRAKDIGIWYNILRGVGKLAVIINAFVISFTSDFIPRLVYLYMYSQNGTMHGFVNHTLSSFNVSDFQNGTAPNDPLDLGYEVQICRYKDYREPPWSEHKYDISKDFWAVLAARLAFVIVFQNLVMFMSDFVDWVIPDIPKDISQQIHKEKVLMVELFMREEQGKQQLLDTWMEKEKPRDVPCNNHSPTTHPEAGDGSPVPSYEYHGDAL
# TRPC4 potent: positive allosteric modulators of TRPC4, primary screen, cell-based, mouse TRPC4beta, HEK293 mu-opioid, Fluo-4 calcium. B-score at 10 µM. Short transient receptor potential channel 4 (Mus musculus), Q9QUQ5. 0.42% of 310,000 active. DAMGO EC20, Fluo-4 Ca2+ flux; hits give high values;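 active = B-score of calcium response area above 5 SD of library B-scores, with initial fluorescence ratio within 5 SD of library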;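 note: B-score of integrated fluorescence ratio over time as area under calcium response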
# MrgX1 agonist: agonists of human MrgX1 receptor, primary screen, HEK293 cells, Fluo-4 calcium flux. Mas-related G-protein coupled receptor member X1 (Homo sapiens), Q96LB2. B-score at 10 µM. AID 588627, 2011. Fluo-4 calcium fluorescence, agonist mode; hits give high values. 0.44% of 310,000 active;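 active = calcium response B-score plate-corrected fluorescence ratio at least 3 library SD, with starting fluorescence B-score inside 5 SD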
#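 Material – MrgX1-expressing HEK293 cells · Input – 15,000 cells seeded per well · Dosing – compound as first of three additions · Times – overnight seeding, then 1 h dark dye loading · Measured by – kinetic Fluo-4 NW fluorescence of intracellular calcium · Read-out – B-scored fluorescence response ratio · Benchmarks – positive and negative control wells on each plate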
# TRPC6 inhibitor: mouse TRPC6 channel inhibitors, primary screen, cell-based, HEK293, membrane potential dye. 1.1% of 310,000 active. ACh-evoked depolarization; hits give low values. B-score at 10 µM. Short transient receptor potential channel 6 (Mus musculus), Q61143. AID 2553, 2010;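 active = B-score under library mean minus 3 SD, initial fluorescence not abnormally high, positive integrated signal ratio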;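 note: B-score derived from integrated fluorescence ratio over the kinetic read; more negative B-score means stronger inhibition of depolarization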
# ANO1 block: TMEM16A chloride channel inhibitors, primary screen, cell-based, HTS | Anoctamin-1 (Mus musculus), Q8BHY3 | HEK293 TMEM16A/YFP iodide influx fluorescence, ionomycin | normalized B-score (activity score, 25-100; higher = stronger inhibition) at 10 µM | 1.2% of 310,000 active;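 active = ratio plate-corrected score three or more library SD toward inhibition, starting fluorescence score within five deviations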;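 note: score derived from kinetic fluorescence span divided by baseline fluorescence per well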
# TRPC4 act: activators of mouse TRPC4 channel, primary screen, Fluo4 calcium, HEK293 TRPC4beta/mu-opioid cells; AID 2237, 2010; B-score at 10 µM; Fluo4 calcium fluorescence; hits give high values; 0.49% of 310,000 active;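 active = B-score above 5 SD of library B-scores, and initial fluorescence ratio not above library mean plus 5 SD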;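 note: positive B-score marks a calcium rise read as TRPC4 activation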
#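 Technique: kinetic Fluo4 calcium fluorescence; Test system: TRPC4beta and mu-opioid receptor HEK293 stable cells; Measure: B-scored integrated calcium fluorescence ratio; Benchmarks: low control buffer alone, high control maximal DAMGO; Schedule: 45 min room-temperature Fluo4 loading, 110 s read.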
# SKKanGAS inh: S. pyogenes SKKanGAS growth inhibitors in kanamycin, primary screen, streptokinase expression inhibitor project, SKKanGAS strain, BacTiter-Glo luminescence; 1.3% of 300,000 active; inhibition, % at 7.5 µM; 6 h;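 active = mean replicate score, as percent of positive control median, at least 50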;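 note: strain carries kanamycin resistance gene driven by streptokinase promoter and grows in 40 µg/ml kanamycin; loss of luminescence reflects streptokinase promoter inhibition or plain growth inhibition; 0% = median of DMSO wells and 100% = positive control at its reference dose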
# MrgX1 PAM: positive allosteric modulators of MrgX1, primary screen, HEK293 cells, Fluo-4 calcium flux; Mas-related G-protein coupled receptor member X1 (Homo sapiens), Q96LB2; FDSS; hits give high values; B-score at 10 µM; 0.63% of 310,000 active; AID 588675, 2011;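 active = plate-corrected calcium response at least 3 library SD above typical, normal starting fluorescence, not activating the receptor alone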;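 note: compound read alongside a low EC10 to EC30 dose of BAM8-22 agonist; peak minus trough fluorescence over baseline measured at the second addition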
# MrgX1 antagonist: antagonists of human MrgX1 receptor, primary screen, HEK293 cells, Fluo-4 calcium flux; Mas-related G-protein coupled receptor member X1 (Homo sapiens), Q96LB2; 1.3% of 310,000 active; BAM8-22 antagonism; hits give low values; B-score at 10 µM;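 active = calcium-response B-score plate-corrected more than 3 library SD below zero, starting fluorescence within 5 deviations, no agonist response on first addition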;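 note: peak minus trough fluorescence over baseline after final BAM8-22 challenge near maximal dose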
# TRPC4 block: inhibitors of mouse TRPC4 channel, primary screen, Fluo4 calcium, HEK293 TRPC4beta/mu-opioid cells | Short transient receptor potential channel 4 (Mus musculus), Q9QUQ5 | DAMGO-evoked Fluo4 calcium flux; hits give low values | B-score at 10 µM | 0.39% of 300,000 active;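 active = B-score over 3 SD under the library average, no early fluorescence shift, positive overall ratio signal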
#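 Assay system: TRPC4beta/mu-opioid receptor HEK293 cell line; compound dosing: single concentration per test compound; detection: Fluo4 Ca2+ flux fluorescence; evaluation: per-well B score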
# TRPC6 activator: mouse TRPC6 channel activators, primary screen, cell-based, HEK293, membrane potential dye. Short transient receptor potential channel 6 (Mus musculus), Q61143. AID 2550, 2010. HEK293-TRPC6 membrane potential dye fluorescence; hits give high values. 0.13% of 310,000 active. B-score at 10 µM;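 active = B-score of the integrated fluorescence ratio above library mean plus 3 SD, and starting fluorescence ratio within library mean plus 5 SD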;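 note: higher score means more depolarization so channel activation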
# Active calls of the source: *; i = inactive; nt = no result given.
# Sample of the layout, 2 compounds:
SMILES,ANO1 activ,TRPC4 potent,MrgX1 agonist,TRPC6 inhibitor,ANO1 block,TRPC4 act,SKKanGAS inh,MrgX1 PAM,MrgX1 antagonist,TRPC4 block,TRPC6 activator
Cc1nnc2ccc(-c3ccc(NC(=O)c4ccc(Cl)nc4)cc3)nn12,nt,i,i,i,i,i,-1,i,i,i,i
COc1ccc(C/C(N)=N/OC(=O)COc2ccccc2C)cc1,i,i,i,i,i,i,-7,i,i,i,i

# All compounds of this part, previewed entries included:
SMILES,ANO1 activ,TRPC4 potent,MrgX1 agonist,TRPC6 inhibitor,ANO1 block,TRPC4 act,SKKanGAS inh,MrgX1 PAM,MrgX1 antagonist,TRPC4 block,TRPC6 activator
Cc1nnc2ccc(-c3ccc(NC(=O)c4ccc(Cl)nc4)cc3)nn12,nt,i,i,i,i,i,-1,i,i,i,i
COc1ccc(C/C(N)=N/OC(=O)COc2ccccc2C)cc1,i,i,i,i,i,i,-7,i,i,i,i
CN1C(N)=NC(=O)/C1=C\c1ccc(Br)cc1,i,i,i,i,i,i,1,i,i,i,i
COc1ccc(OC2OC3COC(c4ccco4)OC3C(O)C2NC(C)=O)cc1 (centres undefined),i,i,i,i,i,i,-8,i,i,i,i
Cc1ccc(S(=O)(=O)CCC(=O)OCC(=O)NCCc2ccccc2)cc1,i,i,i,i,i,i,1,i,i,i,i
O=C(Nc1cccnc1)c1ccccc1Cl,i,i,i,i,i,i,-3,i,i,i,i
COCCCNC(=O)c1cccs1,i,i,i,i,i,i,5,i,i,i,i
O=C(CSc1ncn[nH]1)NCc1ccccc1Cl,i,i,i,i,i,i,-1,i,i,i,i
COc1ccccc1N1CCN(C(=O)c2ccc(Br)s2)CC1,i,i,i,i,i,i,-15,i,i,i,i
COc1ccccc1N(CC(=O)Nc1ccccc1C(=O)N1CCOCC1)S(C)(=O)=O,i,i,i,i,i,i,6,i,i,i,i
COc1ccc(NC(=O)NN2CCOCC2)cc1OC,i,i,i,i,i,i,12,i,i,i,i
CC1(C)C(=O)OC(/C=C\c2ccccc2)C(C)(C)C1=O (centres undefined),i,i,i,i,i,i,0,i,i,i,i
CC(C)OC(=O)C1=C2SCC(=O)N2C(N)=C(C#N)C1,i,i,i,i,i,i,8,i,i,i,i
COC(=O)/C=C/c1ccsc1NC(C)=O,i,i,i,i,i,i,-3,i,i,i,i
O=C1NN(c2ccc(F)cc2)C(=O)/C1=C\c1cnn(-c2ccccc2)c1,nt,i,i,i,i,i,-10,i,i,i,i
CCCc1cc(-c2ccc(O)c(OCC)c2)c(C#N)c(N)n1,i,i,i,i,i,i,4,i,i,i,i
O=C(CSc1nc2ccccc2[nH]1)NCCc1ccc(Cl)cc1,i,i,i,i,i,i,3,i,i,i,i
CCOc1ccc(/C=N/n2nnnc2N)cc1O,i,i,i,i,i,i,9,i,i,i,i
Cc1oc2c(CN3CCCC3)c(O)ccc2c(=O)c1-c1ccccc1,i,i,i,i,i,i,nt,i,i,i,i
O=C(Oc1ccccc1)c1ccccc1OS(=O)(=O)c1ccccc1,i,i,i,i,100*,i,9,i,i,i,i
O=P(OC1CCCCC1)(OC1CCCCC1)C(O)c1ccc(Cl)cc1Cl (centres undefined),i,i,i,i,i,i,12,i,i,i,i
COc1cccc(NC(=O)Nc2ccc3c(c2)nc(C)n3C)c1,i,i,i,i,i,i,nt,i,i,i,i
O=C1CCCCCN1CSc1nc2ccccc2s1,i,i,i,i,i,i,0,i,i,i,i
Cc1ccc2c(c1)N(CC(=O)NC1CCCCCC1)C(=O)c1cccnc1O2,i,i,i,i,i,i,4,i,i,i,i
CC1(C)Cc2c(ccc3ccccc23)/C(=C/C#N)N1,i,i,i,i,i,i,-11,i,i,i,i
CC(C)(CN=C1NS(=O)(=O)c2ccccc21)CNC(=O)CN1C(=O)c2ccccc2C1=O,i,i,i,i,i,i,0,i,i,i,i
CCOc1ccc(NC(=O)Nc2cc(OCC(F)(F)F)cc(OCC(F)(F)F)c2)cc1,i,i,i,i,i,i,20,i,i,i,i
COc1ccc(N2CCN(C(=O)C3CCCN(c4ncnc5c4nc4n5CCCCC4)C3)CC2)cc1 (centres undefined),i,i,i,i,i,i,4,i,i,i,i
COc1ccc(NC(=O)CC2C(=O)N(c3cccc(C)c3)C(=O)N2C2CCCCC2)cc1 (centres undefined),i,i,i,i,i,i,-1,i,i,i,i
COc1cccc(CN2CC(C(=O)N3CCCC3)CCC2=O)c1 (centres undefined),i,i,i,i,i,i,-3,i,i,i,i
COc1cc(CCC(=O)N2CCN(c3ccccc3)CC2)cc(OC)c1OC,i,i,i,i,i,i,-3,i,i,i,i
CC(C)C1N=C2c3ccccc3N=C(SCc3cc(=O)n4cc(Cl)ccc4n3)N2C1=O (centres undefined),i,i,i,i,i,i,3,i,i,i,i
O=C(CN1C(=O)c2ccccc2S1(=O)=O)Nc1ccccc1C(=O)NCc1ccco1,i,i,i,i,i,i,4,i,i,i,i
Cn1nc(C(=O)NCc2ccc(Cl)cc2)c2c1-c1ccccc1S(=O)(=O)C2,i,i,i,i,i,i,4,i,i,i,i
COc1ccc(CN2CCC(C(=O)c3ccc(F)cc3)CC2)cc1,i,i,i,i,i,i,3,i,i,i,i
Cc1cccc(C)c1OCc1cc(C(=O)N2CCN3CCCC3C2)no1 (centres undefined),i,i,i,i,i,i,3,i,i,i,i
Cc1cc(NC(=O)NC2(C(F)(F)F)Oc3ccc(Cl)cc3O2)no1 (centres undefined),i,i,i,i,i,i,3,i,i,i,i
FC(F)(F)c1ccc(C2[C@H]3CN(Cc4ccc(-c5ccccc5)cc4)[C@H](c4ccccc4)C34CC2(c2ccccc2)C4)cc1 (some centres undefined),nt,i,i,i,i,i,9,i,i,i,i
O=Cc1ccccc1OCc1ccc2c(c1)OCO2,i,i,i,i,i,i,7,i,i,i,i
Cc1cc2ccccc2n2c(SCC(=O)NCC3CCCO3)nnc12 (centres undefined),nt,i,i,i,i,i,-12,i,i,i,i
CCOC(=O)C1CCCN(C(=O)c2ccc3oc(Cc4ccccc4)nc3c2)C1 (centres undefined),i,i,i,i,i,i,-2,i,i,i,i
CCOCCCn1c(=S)[nH]c2cc(C(=O)NCCc3ccccc3)ccc2c1=O,i,i,i,i,i,i,4,i,i,i,i
O=C(Cn1cccn1)N1CCCC(Nc2ccc(F)c(F)c2)C1 (centres undefined),i,i,i,i,i,i,19,i,i,i,i
Cc1[nH]c2ccccc2c1C(=O)COC(=O)C1CC(=O)N(Cc2ccccc2)C1 (centres undefined),i,i,i,i,i,i,0,i,i,i,i
COc1ccc(OCC(O)CN(C)C(=O)/C=C/c2cccc([N+](=O)[O-])c2)cc1 (centres undefined),i,i,i,i,i,i,-5,i,i,i,i
CC(NC(=O)CCNC(=O)c1ccccc1Cl)C1CC2CCC1C2 (centres undefined),i,i,i,i,i,i,-4,i,i,i,i
O=S(=O)(c1ccccc1)c1cnn2c(C(F)(F)F)cc(-c3ccccc3)nc12,i,i,i,i,i,i,8,i,i,i,i
COc1cccc(NC(=O)CN(C)C(=O)CSC(=S)N2CCCC2)c1,i,i,i,i,i,i,-4,i,i,i,i
CC(=O)Cc1nsc(NC(=O)c2cc(-c3ccccc3Cl)oc2C)n1,i,i,i,i,i,i,38,i,i,i,i
COc1ccc(N2CCN(C(=S)Nc3ccc(C)cc3)CC2)cc1,i,i,i,i,i,i,-3,i,i,i,i
Cc1ccc(C(=O)Cn2nnc3c(sc4nc5c(c(-c6ccccc6)c43)CCC5)c2=O)cc1,i,i,i,i,i,i,5,i,i,i,i
O=C(CN1c2cccc3cccc(c23)S1(=O)=O)N1CCOCC1,i,i,i,i,i,i,10,i,i,i,i
O=C(COC(=O)/C=C/c1ccc(C(F)(F)F)cc1)NCC1CCCCC1,i,i,i,i,i,i,-5,i,i,i,i
CCN(CC)S(=O)(=O)c1ccc2[nH]c(=O)cc(C(=O)Nc3ccc(C)cc3)c2c1,i,i,i,i,i,i,-3,i,i,i,i
CCOC(=O)CN(C(=O)COc1nc(C)cc(C)c1C#N)c1ccc(F)cc1,i,i,i,i,i,i,0,i,i,i,i
COc1ccc(OC)c(NC(=O)c2c(NC(=O)CCC(=O)O)sc3c2CCCCC3)c1,i,i,i,i,i,i,22,7*,i,i,i
Cc1ccc(C(=O)N2CCN(c3ccc(F)cc3)CC2)cc1S(=O)(=O)N1CCCCC1,i,i,i,i,i,i,0,i,i,i,i
CN(C)/C=C/C(=O)c1ccccc1,i,i,i,i,i,i,-4,i,i,i,i
Cc1ccc(-c2cc(C(=O)NCc3ccc4c(c3)OCO4)no2)cc1,i,i,i,i,i,i,-16,i,i,i,i
CNS(=O)(=O)c1cccc(C(=O)OCC(=O)c2c(N)n(C)c(=O)n(C)c2=O)c1,i,i,i,i,i,i,10,i,i,i,i
# Other results follow:
SMILES,ANO1 activ,TRPC4 potent,MrgX1 agonist,TRPC6 inhibitor,ANO1 block,TRPC4 act,SKKanGAS inh,MrgX1 PAM,MrgX1 antagonist,TRPC4 block,TRPC6 activator
CCNC(=S)Nc1ccc(Cl)c([N+](=O)[O-])c1,i,i,i,i,i,i,-2,i,-5.8*,i,i
COc1ccc(C2=C(c3ccc([N+](=O)[O-])cc3)C(=O)OC2)cc1,i,i,i,i,i,i,0,i,i,i,i
CCC(CC)c1nnc(NC(=O)c2c(-c3ccccc3)noc2C)s1,i,i,i,i,i,i,0,i,i,i,i
O=C(/C=C/Nc1ccc(S(=O)(=O)Nc2ncccn2)cc1)c1cccs1,i,i,i,i,i,i,10,i,i,i,i
